# Source: PubChem BioAssay
# p97 inhibitor: blocks human p97 ATPase activity; recombinant p97 ATPase, Kinase-Glo ATP luminescence, 3 h; AID 1481; inhibition, % at 8 µM; 220,000 tested, 0.42% active; in the data active means inhibition above about 15%;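 further: 0% = DMSO vehicle and 100% = wells lacking enzyme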
# Target sequence (P55072 whole entry, looked up): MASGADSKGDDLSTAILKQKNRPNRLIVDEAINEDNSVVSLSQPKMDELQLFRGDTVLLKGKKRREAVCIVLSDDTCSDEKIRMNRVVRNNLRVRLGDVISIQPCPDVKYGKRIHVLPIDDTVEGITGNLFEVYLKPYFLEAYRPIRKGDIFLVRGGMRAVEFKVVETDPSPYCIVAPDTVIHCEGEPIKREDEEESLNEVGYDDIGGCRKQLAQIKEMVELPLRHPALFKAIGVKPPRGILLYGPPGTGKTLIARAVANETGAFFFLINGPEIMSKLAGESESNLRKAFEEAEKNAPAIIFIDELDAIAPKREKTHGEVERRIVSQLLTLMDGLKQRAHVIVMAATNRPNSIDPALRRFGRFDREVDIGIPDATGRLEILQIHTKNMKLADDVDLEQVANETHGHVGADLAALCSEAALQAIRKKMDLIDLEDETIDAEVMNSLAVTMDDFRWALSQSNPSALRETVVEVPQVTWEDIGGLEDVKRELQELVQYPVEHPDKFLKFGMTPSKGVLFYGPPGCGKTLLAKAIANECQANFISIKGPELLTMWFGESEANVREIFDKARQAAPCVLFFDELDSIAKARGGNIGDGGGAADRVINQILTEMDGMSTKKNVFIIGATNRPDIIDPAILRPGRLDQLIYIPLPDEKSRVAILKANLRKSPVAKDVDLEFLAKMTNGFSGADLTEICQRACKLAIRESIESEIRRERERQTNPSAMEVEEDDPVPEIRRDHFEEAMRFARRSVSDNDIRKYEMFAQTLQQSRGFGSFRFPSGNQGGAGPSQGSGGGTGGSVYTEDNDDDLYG
# Runt-CBFb FRET: Runt domain-CBFb interaction inhibition; Q01196+Q13951; inhibition, % at 20 µM; 220,000 tested, 0.46% active; Cerulean-Runt/Venus-CBFb FRET ratio 530/480, 1 h;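 active means inhibition over about 50% at 20 µM in the single-dose screen, limit read from the data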;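 further: 0% = DMSO wells and 100% = excess unlabeled CBFb competitor control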
#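 test system = Cerulean-tagged RUNX1 Runt domain (FRET donor) fusion protein | reagent = Venus-CBFb binding partner, 100 nM | incubation = protein complex preformed 1 h, compound exposure 1 h, room temperature, dark | detection = FRET fluorescence | read-out basis = loss of energy transfer signal | controls = 5 µM unlabeled CBFb as full-inhibition high control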
# TbHK1 inh: T. brucei hexokinase 1 inhibition | recombinant TbHK1, G6PDH-coupled NADH A340 | inhibition, % at 10 µM | 220,000 tested, 0.11% active | AID 1430;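 active means inhibition of 50% or more in the single-dose primary screen; inactive means inhibition below 50%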
# m-calpain inh: calpain II (pig) inhibition; inhibition, % at 16 µM; purified calpain II, fluorogenic peptide substrate, 30 min; 220,000 tested, 0.37% active;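 active means inhibition above about 50%, limit read from the data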
# Runt-SMMHC FRET: inhibitors of human RUNX1 Runt domain binding to CBFb-SMMHC. 220,000 tested, 0.74% active. inhibition, % at 20 µM. Cerulean-Runt/Venus-CBFb-SMMHC FRET ratio 530/480, 1 h. Q01196+Q13951;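 active means mean inhibition across duplicate retests at 20 µM reaching about 50%, limit read from the data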;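 further: 0% = DMSO wells and 100% = wells with excess untagged CBFb-SMMHC; inhibitors lower the FRET ratio by blocking Runt binding to CBFb-SMMHC; some results filed as inactive read as strong as hits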
# p47phox inh: p47phox (human) inhibition. P14598. p47phox/p22phox peptide binding, fluorescence polarization, 2 h. inhibition, % at 24.7 µM. 220,000 tested, 0.53% active;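 active means inhibition above about 30%, limit read from the data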;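 further: 0% = p47phox with labelled peptide and 100% = labelled peptide alone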
# RBBP9 inh: human RBBP9 hydrolase inhibition; inhibition, % at 7.94 µM; 220,000 tested, 0.2% active; recombinant RBBP9, FP-Rh probe fluorescence polarization;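 active means inhibition above the campaign mean of all tested compounds plus 3 SD, cut at about 14% in these data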;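 further: plate controls were DMSO wells with RBBP9 for no effect and wells lacking RBBP9 protein for full effect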
# Target sequence (O75884 whole entry, looked up): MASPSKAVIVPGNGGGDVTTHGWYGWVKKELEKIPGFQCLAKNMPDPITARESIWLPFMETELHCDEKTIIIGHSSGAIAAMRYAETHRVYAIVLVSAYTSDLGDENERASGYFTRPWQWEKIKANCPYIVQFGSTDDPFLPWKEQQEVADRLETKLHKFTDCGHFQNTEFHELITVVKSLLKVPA
#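 Material: RBBP9 protein. Amount: RBBP9 at 2.5 µM in dispensed solution, before mixing. Schedule: 30 min then 45 min, 25 °C. Medium: Tris buffer pH 8.0, NaCl, Pluronic. Measured by: fluorescence polarization. Measure: percent inhibition from mP, scaled between DMSO and no-protein wells. Replication: one well per compound.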
# Furin inhibitor: inhibitors of human furin; inhibition, % at 30 µM; 220,000 tested, 0.061% active; purified furin, fluorogenic substrate cleavage; AID 463115; in the data active means inhibition above about 25%; further: inactives centre near -15
# EBV gp42 inh: EBV gp42 inhibition; Q1HVG2; Fluorescence polarization binding assay, mP read-out; inhibition, % (tested at 21.74 µM); 220,000 tested, 0.42% active; in the data active means inhibition above about 50%
# Numbers without * were called inactive; / = not tested or not shown; [ ] = another dose, or the depositor's remark. No enrichment for hits, and some 2.7% of all compounds hit somewhere here.
SMILES,p97 inhibitor,Runt-CBFb FRET,TbHK1 inh,m-calpain inh,Runt-SMMHC FRET,p47phox inh,RBBP9 inh,Furin inhibitor,EBV gp42 inh
O=C(OCC(=O)N1CCCc2ccccc21)c1cncc(Br)c1,0,2,1,-4,-5,-3,6,-10,-9
Cc1ccc(C(=O)Nc2nnc(SCC(=O)N3CCCc4ccccc43)s2)cc1,0,1,-13,-54,1,-22,-4,-21,-6
O=C(O)c1cccc(N2C(=O)c3ccc(Oc4ccc(Cl)cc4)cc3C2=O)c1,4,2,-8,1,-2,2,-10,-26,1
Cc1ccc(C(=O)OCC(=O)NCc2ccc3c(c2)OCO3)s1,-2,-3,-2,9,-1,6,-7,-9,-6
COc1ccc(NC(=O)N2CCCCCC2)c(OC)c1,2,1,0,4,2,-4,-6,-17,-2
CCCCNc1cc(C(=O)O)cc(S(N)(=O)=O)c1Oc1ccccc1,0,0,-6,-52,3,4,-12,-23,-7
COc1ccccc1N1CCN(C(=O)CCSCc2ccccc2F)CC1,-7,0,2,13,2,-6,0,-4,7
C=CCn1c(SCC(=O)Nc2sccc2C(N)=O)nc2sc(C)c(C)c2c1=O,8,/,0,-28,/,-1,-2,-18,-16
CC(=O)NCCn1c(SCc2ccccc2F)nc2ccccc2c1=O,-1,-7,-4,-30,-2,4,-3,-22,-20
O=C(Cc1nnc(NC(=O)Nc2ccccc2F)s1)NCc1ccccc1,4,3,-6,23,-8,-11,1,-12,-12
O=C(CSc1nnc2c(n1)[nH]c1ccc(F)cc12)OCc1ccccc1,-4,-3,5,14,2,-8,-8,-4,-8
Cc1nc2oc3c(NCC4CCCO4)ncnc3c2c2c1COC(C)(C)C2 (centres undefined),5,/,-10,-267,0,-5,-2,-25,-4
COC(=O)c1ccc(C(=O)Nc2ccc(C(C)C)cc2N)cc1,3,-1,-2,10,0,0,-6,-10,-1
CCCC1Cc2c(sc(NC(=S)NC(=O)c3ccccc3)c2C#N)CO1 (centres undefined),-6,30,7,53*,9,-1,-8,-16,-3
CCOc1ccc(NC(=O)C2CSC(c3ccncc3)=N2)cc1 (centres undefined),6,2,0,-1,-2,3,-1,-10,1
Cc1cc(Br)c(OCc2ccc(C(=O)N/N=C3\CC(=O)CC(C)(C)C3)cc2)c(Br)c1,-6,-8,-8,-14,-6,-11,-4,-17,-12
O/N=C1/CCCCc2sccc21,1,-3,3,13,-4,-12,-8,-9,0
Cc1cc(Nc2ccc(C(C)C)cc2)n2ncnc2n1,4,2,-4,10,-3,-1,1,-17,-5
CCOC(=O)Cc1csc(NC(=O)c2ccc(NC(C)=O)cc2)n1,2,-2,-2,4,-9,13,0,-2[20 µM],-1
C/C(CC(=O)NCc1ccco1)=N\NC(=O)Cc1cccc2ccccc12,3,0,0,13,13,-5,-9,-20[20 µM],-8
O=c1cc(CN2CCCc3ccccc32)nc2sccn12,6,0,0,-2,-8,0,-7,-15,39
COc1ccc(C2=NOC3(CC(=O)N(c4ccc(F)cc4)C3=O)C2)cc1 (centres undefined),7,-2,-10,-28,-1,-24,-12,-19,-13
CCOc1ccc2oc(C(=O)NC3CC(C)(C)NC(C)(C)C3)c(C)c2c1,4,-26,-4,-109,-3,-24,-4,-17,-25
C/C(=N/NC(=O)CC1N=C(Cc2ccccc2)NNC1=O)c1cccnc1 (centres undefined),5,-2,2,-11,4,2,-6,-19,-10
O=C(C1CCCN1S(=O)(=O)c1cccc2nsnc12)N1CCCCCC1 (centres undefined),1,4,-18,3,-26,-5,-7,-19,-17
Cc1ccc(N(CC(=O)NC(C)(C)C)C(=O)CNC(=O)c2cccs2)c(C)c1,3,-2,-4,37,-4,1,-6,-15,-11
CCOC(=O)c1sc2nc3c(cc2c1N)COC(C(C)C)C3 (centres undefined),-5,0,-4,-166,13,-9,-7,-9[20 µM],-10
CCOC(=O)c1sc(NC(=O)c2cccnc2)c(C#N)c1C,-2,2,-20,0,-8,-4,3,-15,-8
CCC1CCCCN1C(=O)c1cc(COc2ccc3ncccc3c2)on1 (centres undefined),-1,-1,-3,28,1,-1,-1,0,3
Cc1ccc(Cl)cc1NC(=O)c1ccc(NC(=O)CCC(=O)O)cc1,3,-1,36,6,3,5,-4,-1,0
O=C1c2ccccc2-c2c1cccc2C(=O)N1CCCCCC1,-5,-2,-7,26,-2,3,-5,-11,-2
N#C/C(=C\c1coc2ccccc2c1=O)C(N)=S,3,32,-26,16,19,-11,-9,-10,-5
CC1CCCCC1NC(=O)Cn1nnc(-c2ccc(Cl)cc2)n1 (centres undefined),3,1,3,-11,8,-8,-5,-30[20 µM],6
CC1Cc2nc(SCC(N)=O)n(Cc3ccccc3)c(=O)c2S1 (centres undefined),/,0,-32,-13,-1,-10,/,-22,-19
O=C(NCCCn1ccnc1)c1ccc(S(=O)(=O)Nc2ccccc2)cc1,4,2,-10,-20,0,-6,-1,-19,-13
CCCC(=O)C1=C(O)C(C(=O)OC)C(C)(C)CC1=Nc1ccc(Br)cc1 (centres undefined),-8,0,-16,34,2,-1,-3,1,9
O=C(CSC1=NC(=O)C(c2ccccc2)C(=O)N1)Nc1cccc(Cl)c1 (centres undefined),1,0,-7,30,0,-10,-9,-18[20 µM],10
Cc1nnc(SCc2ccc([N+](=O)[O-])cc2)[nH]c1=O,1,0,-1,-3,0,-6,-6,-19,3
CCCS(=O)(=O)N1CCCC(C(=O)NCc2ccc3c(c2)OCO3)C1 (centres undefined),-4,1,4,/,0,/,-5,-26,/
COc1cc(/C=C2\SC(=S)N(CC(=O)Nc3cccnc3)C2=O)cc(OC)c1OC,3,-2,-13,-16,-26,-10,-7,-28,-11
CCOC(=O)c1c(NC(=O)CC2SC(N)=NC2=O)sc(C)c1C (centres undefined),-4,-4,-13,-19,1,-18,-7,-8,2
Nn1cnnc1N/N=C/c1cc(Br)cc(Br)c1O,2,-24,18,-30,-26,-6,-1,-12[20 µM],-22
O=S(=O)([N-]c1nc2ccccc2nc1-[n+]1ccc(Cc2ccccc2)cc1)c1ccc(Br)s1,4,-2,-22,-45,-39,-13,-3,-7,35
Cc1cc(C)c2ccc3c(C)c(C)nc3c2[nH]1,2,-5,-11,-17,-26,/,1,-23,0
O=C(NCC(=O)N(Cc1cccs1)C(C(=O)NC1CCCCC1)c1ccco1)c1cccs1 (centres undefined),0,-2,-5,-7,0,-18,-5,-16[20 µM],0
Cc1ccccc1N(CC(=O)NC1CCCC1)C(=O)C1(C)CC(=O)N=C2C=CC=CN21 (centres undefined),6,-3,-13,-230,1,0,-4,-14[20 µM],-18
CCCCn1c(SCC(=O)N2CCC(C(=O)OCC)CC2)nc2cc(S(N)(=O)=O)ccc21,-7,-4,5,1,5,-9,1,1[20 µM],-16
Cc1cc(SCC#N)nc2ccccc12,-1,1,-2,-1,-5,0,-5,-20,10
Cc1nccn1CCCNC(=O)CC1C(=O)NCCN1Cc1ccccc1C(F)(F)F (centres undefined),1,-1,-10,-28,-2,2,-2,-17,-4
CN(c1cccc(NC(=O)Cc2ccccc2)c1)S(C)(=O)=O,4,0,0,-3,-1,-5,-4,-6[20 µM],-7
COc1ccc2c(c1)O[C@@H](c1cccc(C(F)(F)F)c1)[C@H](OC(=O)NCCc1ccc(OC)c(OC)c1)C2=O,5,-4,-4,-18,-4,-17,-6,-11,-4
CCOc1cc(NC(=O)c2ccccn2)c(OCC)cc1NC(=O)c1ccccc1,2,/,-11,-283,/,0,-8,-22,-10
Cc1cc(N2CCOCC2)nc(SCc2c(Cl)cccc2Cl)n1,0,-1,3,15,-4,-10,0,-18,-13
O=c1c2c(-c3ccc(Cl)cc3)csc2ncn1/N=C/c1cccc([N+](=O)[O-])c1O,3,-4,-5,-9,-2,/,9,-20,-16
COC(=O)c1ccc(Sc2ccccc2NS(=O)(=O)c2ccc(OC)cc2)nc1,0,0,-3,-42,2,-8,-3,-12[20 µM],-4
C#CCCOC(=O)N1C2=NC(C(=O)OC)=C(C(=O)OC)[C@@H]3N(C)c4ccccc4[C@]23C[C@H]1C(=O)OC,/,-3,-7,-3,3,-18,/,-16,-15
COc1ccc(NC(=S)N2CCNC(=O)C2CC(=O)Nc2cccc(Cl)c2C)cc1 (centres undefined),-6,0,37,23,6,-14,-5,-4,8
O=C(NCc1ccccn1)C1CCN(S(=O)(=O)N2CCCCC2)CC1,-9,-1,3,-25,-4,-12,-14,-21,-14
Cc1ccc(NC(=O)c2cnn(-c3ccccc3)c2NC(=O)c2ccco2)cc1C,4,-2,0,15,-44,-34,7,-21,9
CCN(C(N)=S)c1ccccc1,0,1,-5,20,2,2,-1,-15[20 µM],-5

# An excerpt from above in order of heavy-atom count, smallest number first:
SMILES,p97 inhibitor,Runt-CBFb FRET,TbHK1 inh,m-calpain inh,Runt-SMMHC FRET,p47phox inh,RBBP9 inh,Furin inhibitor,EBV gp42 inh
CCN(C(N)=S)c1ccccc1,0,1,-5,20,2,2,-1,-15[20 µM],-5
Cc1cc(N2CCOCC2)nc(SCc2c(Cl)cccc2Cl)n1,0,-1,3,15,-4,-10,0,-18,-13
COc1ccc(NC(=S)N2CCNC(=O)C2CC(=O)Nc2cccc(Cl)c2C)cc1 (centres undefined),-6,0,37,23,6,-14,-5,-4,8
COc1ccc2c(c1)O[C@@H](c1cccc(C(F)(F)F)c1)[C@H](OC(=O)NCCc1ccc(OC)c(OC)c1)C2=O,5,-4,-4,-18,-4,-17,-6,-11,-4

# (list continues)
SMILES,p97 inhibitor,Runt-CBFb FRET,TbHK1 inh,m-calpain inh,Runt-SMMHC FRET,p47phox inh,RBBP9 inh,Furin inhibitor,EBV gp42 inh
O=C(CSc1nnc(NC(=O)Cc2ccc(F)cc2)s1)NCc1ccco1,5,-1,22,-15,-11,0,4,-24,-8
CC(C)=CC(O)C/C(C)=C/COc1ccc2ccc(=O)oc2c1 (centres undefined),/,9,-49,-233,22,-4,/,-55,-16
COC(=O)c1[nH]c2cc(C)ccc2c1NC(=O)CN1CCc2cc(OC)c(OC)cc2C1,-1,-2,-16,-61,0,-7,-10,-17,-16
COc1ccc(C(=O)Nc2cc(OC)ccc2OC)cc1,-4,-1,-6,2,-2,-14,-6,-9,-21
OCCN1CCN(C(=S)c2ccc(-c3ccccc3)cc2)CC1,3,54*,-10,-25,39,-11,-3,-9,-9
Cc1ccc(NC(=O)CNCc2ccccc2)c(Br)c1,7,-2,-5,5,0,-13,-5,-24,6
O=C(c1ccc(Cn2c(=O)[nH]c3ccccc3c2=O)cc1)N1CCN(c2ccccc2)CC1,1,-2,4,-91,2,4,-11,-7,-8
O=C(NCCCn1ccnc1)c1cccc(S(=O)(=O)NCc2ccccc2)c1,6,-3,-1,-16,1,-9,-6,-29,-1
CCOC(=O)CNC(=O)c1ccccc1Br,3,1,22,-33,-1,-4,-3,-16,-4
COC(=O)c1sc(NC(=O)/C=C/c2ccc(C)o2)nc1C,-2,7,-14,-22,10,-28,-5,-19,-19
COCCNc1nc2nonc2nc1N1C[C@H]2CC[C@H]1C2,-1,0,-41,19,-1,-4,-5,-5,-9
CCOC(=O)C1CCCN(C(=O)Cc2ccc(C)cc2)C1 (centres undefined),-3,0,-10,0,1,-9,6,-14[20 µM],-11
CCn1cnc2cc(NCc3ccc(N(C)C)cc3)ccc21,-1,4,4,-27,19,-6,0,-31,-3
CCOc1ccc(NC(=O)Nc2ccc3nsnc3c2)cc1,-1,-3,-7,-7,-9,-3,-6,-18,-10
